RNase H inhibition: RNase H inhibition, HIV 1 Gag Pol polyprotein, FRET biochemical assay, screening (AID 372); inhibition, % at 10 µM; hits with a dose series show IC50 in µM; 100,000 compounds, 0.77% hits; HIV-1 RT RNase H, FRET RNA/DNA substrate fluorescence; higher % means a stronger effect; in the data active = inhibition above about 50%
* hit, by the source's call.

Start of the listing, in advance (2 entries):
SMILES | RNase H inhibition
COc1ccc(S(=O)(=O)N(C)Cc2ccccc2)cc1 | 0.0%
O=C(Cc1ccc(-c2ccccc2)cc1)OCC(=O)c1ccc(Cl)cc1 | 10.0%

This part in full, from the first entry:
SMILES | RNase H inhibition
COc1ccc(S(=O)(=O)N(C)Cc2ccccc2)cc1 | 0.0%
O=C(Cc1ccc(-c2ccccc2)cc1)OCC(=O)c1ccc(Cl)cc1 | 10.0%
CCCCOC(=O)c1ccc(NC(=O)c2cccc(Cl)c2)cc1 | 9.0%
O=S(=O)(N=C1C(Cl)=C(Cl)C(=NS(=O)(=O)c2ccccc2)C(Cl)=C1Cl)c1ccccc1 | 31.0%
COCc1cc(C)nc(OCC(=O)N/N=C/c2cc(C)n(-c3ccc(Br)cc3)c2C)c1C#N | 9.0%
Cc1ccc(NC(=O)Nc2ccccc2)cc1F | 10.0%
COc1ccc(C2=NN(S(=O)(=O)c3ccc(C)cc3)C(c3ccc(OC)cc3)C2)cc1 (stereo not drawn) | 12.0%
COc1cc(/C=N\NC(=O)c2c(C)nc3ccc(Cl)cn23)cc(OC)c1OC | 6.0%

5 structures out of the list, arranged by length of the SMILES, smallest number first.
SMILES | RNase H inhibition
Cc1ccc(NC(=O)Nc2ccccc2)cc1F | 10.0%
COc1ccc(S(=O)(=O)N(C)Cc2ccccc2)cc1 | 0.0%
CCCCOC(=O)c1ccc(NC(=O)c2cccc(Cl)c2)cc1 | 9.0%
COc1cc(/C=N\NC(=O)c2c(C)nc3ccc(Cl)cn23)cc(OC)c1OC | 6.0%
COCc1cc(C)nc(OCC(=O)N/N=C/c2cc(C)n(-c3ccc(Br)cc3)c2C)c1C#N | 9.0%

Next section:
SMILES | RNase H inhibition
CCN(CC)CCCNC(=O)c1nn2c(C(F)(F)F)cc(-c3ccc(OC)cc3)nc2c1Cl | 11.0%
O=C(O)c1cccc(NC(=O)c2ccc3ccccc3n2)c1 | 3.0%
O=S(=O)(Nc1ccccc1CO)c1ccccc1 | 0.0%
CCOC(=O)c1ccc(NC(=O)C2CC(=O)N(c3ccc(F)cc3)C2)cc1 (stereo not drawn) | 8.0%
COC(=O)c1ccc(OCC(=O)Nc2ncccn2)cc1 | 2.0%
Cc1cc(OCC(=O)Nc2c(C)cccc2C)ccc1Cl | 1.0%
O=C(Nc1ccccc1)/C(=C\c1cccc([N+](=O)[O-])c1)NC(=O)c1ccc(Br)o1 | 6.0%
O=[N+]([O-])c1ccc(C=Nc2ccc(Cl)c([N+](=O)[O-])c2)s1 | 30.0%

(list continues)
SMILES | RNase H inhibition
CC1CN(c2ccc([N+](=O)[O-])c(NCCOc3ccc(Cl)cc3)c2)CC(C)N1 (stereo not drawn) | 28.0%
COc1cc(C(=O)N2CCN(Cc3ccc(C)cc3)CC2)cc(OC)c1OC | 3.0%
Cc1ccc(-c2csc(NC(=O)c3ccc([N+](=O)[O-])c(C)c3)n2)cc1 | 10.0%
COCCNC(=O)Cc1ccc(Br)cc1 | 0.0%
COc1ccc2oc(=O)c(-c3nnc(NCc4ccccc4)s3)cc2c1 | 15.0%
c1ccc(CN2CCC(N3CCN(C4CCCCC4)CC3)CC2)cc1 | 7.0%
COc1ccc(C2C(C(=O)OC(C)C)=C(C)N=c3s/c(=C\c4ccc(C)o4)c(=O)n32)cc1 (stereo not drawn) | 32.0%
O=C(/C=C\c1ccccc1)Nc1ccc(-c2nc3ncccc3o2)cc1 | 10.0%

(cont.)
SMILES | RNase H inhibition
O=C(NC(=O)c1ccncc1)NC(c1ccccc1)c1ccccc1 | 0.0%
CC(=O)c1ccc(NC(=O)CSc2nc(C)cc(C)c2C(N)=O)cc1 | 1.0%
O=C(Nc1ccccc1Br)c1ccc(CN2CCc3ccccc3C2)cc1 | 21.0%
Cc1cc(C)c(O)c(N=Cc2cc(Cl)cc(Br)c2O)c1 | 1.0%
CCOc1ccccc1/C=N/N1C(=O)c2ccccc2C1=O | 17.0%
Cc1ccc(S(=O)(=O)N(CC(=O)Nc2ccc(C(C)C)cc2)c2ccc(F)cc2)cc1 | 18.0%
COc1ccc(C2CC(=O)C3=C(C2)NC(C)=C(C(=O)OCc2ccccc2)C3c2ccc3c(c2)OCO3)cc1 (stereo not drawn) | 16.0%
O=C1CS/C(=N/N=C\c2cccc(Br)c2)N1c1ccccc1 | 4.0%

Additional compounds:
SMILES | RNase H inhibition
CCCOc1c(Br)cc(/C=C2\N=C(c3cccc(F)c3)OC2=O)cc1OC | 16.0%
COc1ccc2c(c1C)CCC(C1(O)C(=O)Nc3ccccc31)C2=O (stereo not drawn) | 7.0%
COc1cc(/C=C2/C(=N)N3N=C(c4ccccc4)SC3=NC2=O)ccc1OCc1ccc(F)cc1 | 15.0%
Cc1ccc(COc2ccc3c(c2)oc(=O)c2ccccc23)cc1 | 8.0%
CC(C)Oc1cccc(C(=O)NC(=S)Nc2nc(-c3ccccc3)cs2)c1 | 19.0%
O=c1c(-c2ccccc2Cl)coc2cc(O)ccc12 | 19.0%
COC(=O)c1cc(Cl)c(NC(=O)c2c(-c3ccccc3Cl)noc2C)cc1OC | 18.0%
NS(=O)(=O)c1ccc(NC(=O)C23CC4CC(CC(C4)C2)C3)cc1 | 5.0%

Remaining list, next part:
SMILES | RNase H inhibition
Cn1cc(C(=O)N/N=C/c2ccc([N+](=O)[O-])cc2)ccc1=O | 1.0%
Cc1ccc(S(N)(=O)=O)cc1NC(=O)c1ccc(F)cc1 | 13.0%
CC(C)c1cc(Nc2nccs2)cc(C(C)C)c1O | 6.0%
O=C(N/N=C/c1c[nH]c2ccccc12)c1ccncc1 | 12.0%
COc1ccccc1/C=N/NC(=O)c1cc(-c2ccc(C)cc2)n[nH]1 | 11.0%
Cc1c(NC(=O)/C=C/c2ccccc2)cccc1-c1nc2cc(Cl)ccc2o1 | 17.0%
CCOC(=O)c1sc(NC(=O)COc2ccccc2C)c(C(=O)OCC)c1C | 19.0%
O=C(Cc1ccccc1)NCc1ccc(F)cc1 | 6.0%

Other results.
SMILES | RNase H inhibition
COc1ccc(CCNC(=O)c2ccc(C)cc2Cl)cc1OC | 7.0%
Oc1ccc(-c2csc(-c3cccnc3)n2)cc1O | 36.0%
O=C(NC(=S)Nc1ccc(Cl)c(-c2nc3cc(Cl)ccc3o2)c1)c1ccccc1F | 14.0%
NC(=O)c1c(NC(=O)/C=C/c2ccc([N+](=O)[O-])cc2)sc2c1CCCCC2 | 6.0%
Cc1cc2nc3s/c(=C/c4ccc([N+](=O)[O-])cc4)c(=O)n3c2cc1C | 4.0%
Cc1ccc(-c2nc(-c3ccncc3)no2)cc1[N+](=O)[O-] | 44.0%
O=C(Nc1ccccc1)Nc1ccc(S(=O)(=O)N2CCCC2)cc1 | 4.0%
O=C(Nc1ccc(F)cc1)Nc1nnc(Cc2ccc([N+](=O)[O-])cc2)s1 | 12.0%

Continuation.
SMILES | RNase H inhibition
CCc1c(C)nc2cc(-c3cccs3)[nH]n2c1=O | 5.0%
Cc1ccc(C)c(-c2csc(NC(=O)C3C4CCC(C4)C3C(=O)O)n2)c1 (stereo not drawn) | 9.0%
O=[N+]([O-])c1ccc2c(c1)S(=O)(=O)NC2=NCCC1=CCCCC1 | 12.0%
Cc1onc(-c2c(Cl)cccc2Cl)c1C(=O)Nc1ccc(S(N)(=O)=O)cc1 | 15.0%
Oc1c(/C=C2\C=Nc3ccccc32)sc(=S)n1-c1ccc(Cl)cc1 | 14.0%
O=C(Nc1cccnc1)c1cccc(Cl)c1 | 15.0%
CCOC(=O)c1c(NC(=O)c2ccc(Br)cc2)sc(C)c1C | 41.0%
CCOC(=O)/C(C#N)=N\Nc1ccc(C(N)=O)cc1 | 1.0%

Continuation.
SMILES | RNase H inhibition
CC(C)(C)CC(=O)Nc1cc(C(F)(F)F)ccc1Cl | 0.0%
CCn1c(O)c(/C=N/N=C2CCCC2)c2ccc(C3=NNC(=O)CC3)cc21 | 11.0%
CC(C(=O)O)N1C(=O)/C(=C/c2ccc3c(c2)OCO3)SC1=S (stereo not drawn) | 6.0%
CCc1ccc(N2C(=O)NC(=O)/C(=C\c3ccc(I)o3)C2=O)cc1 | 11.0%
CC(C)(C)C(=O)Nc1cccc(C(=O)NCc2ccc(CNC(=O)c3cccc(NC(=O)C(C)(C)C)c3)cc2)c1 | 10.0%
Cc1ccc(NCCC(=O)c2ccc(Cl)c(Cl)c2)cc1 | 1.0%
CCOC(=O)C1=C(C)N=c2s/c(=C\c3ccc(C)c(OC)c3)c(=O)n2C1c1ccc2c(c1)OCO2 (stereo not drawn) | 19.0%
O=C1CC(N2CCN(CCO)CC2)C(=O)N1c1ccc(Br)cc1 (stereo not drawn) | 0.0%

(more compounds)
SMILES | RNase H inhibition
Cc1cc(C=C2C(=O)NC(=S)NC2=O)c(C)n1-c1ccc(Cl)c(Cl)c1 | 55.0%*
CCN(CC)CCCCCCOc1c(C)cc(Cl)cc1C | 7.0%
Cc1ccccc1N1C(=O)C2C3c4ccccc4C(C)(c4ccccc43)C2C1=O (stereo not drawn) | 0.0%
COCCNC(=O)/C(=C/c1ccc(-c2cc(Cl)ccc2Cl)o1)NC(=O)c1ccc(C)cc1 | 15.0%
O=C(COc1ccc([N+](=O)[O-])cc1)Nc1ccc2oc(-c3ccc(Br)cc3)nc2c1 | 14.0%
Cc1ccc(C(=O)N/C(=C\c2ccc(-c3cc(Cl)ccc3Cl)o2)C(=O)NCc2ccco2)cc1 | 16.0%
CC(C)(C)c1ccc(OCC(=O)Nc2nccs2)cc1 | 6.0%
O=C(Nc1ccccc1)c1ccc(NS(=O)(=O)c2ccc(Br)cc2)cc1 | 0.0%

(cont.)
SMILES | RNase H inhibition
COc1nsnc1NS(=O)(=O)c1ccc(NC(=S)NC(=O)c2sc3cc(F)ccc3c2Cl)cc1 | 13.0%
O=C(CCN1CCOCC1)NC12CC3CC(CC(C3)C1)C2 | 3.0%
O=C(N/N=C/c1ccc(O)c(Br)c1)c1cccc(Br)c1 | 0.0%
O=C1C(=O)N(c2ccc(Cl)cc2)C(c2ccccc2)/C1=C(/O)c1ccccc1 (stereo not drawn) | 10.0%
O=C(Cc1ccc(Cl)cc1)Nc1ccc2nn(-c3ccc(F)cc3)nc2c1 | 41.0%
COc1ccc(-c2cc(=O)oc(-c3cccc([N+](=O)[O-])c3O)n2)cc1OC | 7.0%
Cc1ccc(S(=O)(=O)NC2=NCN(Cc3ccccc3)CN2)cc1 | 0.0%
Cn1cnc2cc(Nc3nnc(-c4ccc(Cl)cc4)c4ccccc34)ccc21 | 21.0%

The results go on.
SMILES | RNase H inhibition
Cc1cccc(N2C(=O)NC(=O)/C(=C/c3ccccc3C)C2=O)c1 | 7.0%
Brc1ccc(/C=N/Nc2cc(N3CCOCC3)nc(N3CCOCC3)n2)cc1 | 22.0%
CC(=O)Nc1ccc(S(=O)(=O)Nc2ccc(C(=O)Nc3nccs3)cc2)cc1 | 0.0%
CCOc1ccc2nc(SC3CC(=O)N(c4cccc(OC)c4)C3=O)sc2c1 (stereo not drawn) | 11.0%
CCOc1ccc(-c2nnc(-c3ccco3)o2)cc1 | 8.0%
CCN(CC)CCN1C(=O)C2C3c4ccccc4C(c4ccccc43)C2C1=O (stereo not drawn) | 5.0%
COc1ccc(C2CC(=O)C3=C(C2)NC(C)=C(C(=O)OCCOc2ccccc2)C3c2ccc(O)c(OC)c2)cc1 (stereo not drawn) | 10.0%
COc1cc(CNc2cccc(C)c2)cc(OC)c1OC | 7.0%

In the list so far, two contain a CF3 group.
SMILES | RNase H inhibition
CCN(CC)CCCNC(=O)c1nn2c(C(F)(F)F)cc(-c3ccc(OC)cc3)nc2c1Cl | 11.0%
CC(C)(C)CC(=O)Nc1cc(C(F)(F)F)ccc1Cl | 0.0%

(next part)
SMILES | RNase H inhibition
O=C(c1ccccc1F)N1CCN(c2ccc([N+](=O)[O-])c3ncccc23)CC1 | 9.0%
COc1ccc(C(NC(=O)Cc2ccccc2)NC(=O)Cc2ccccc2)cc1 | 14.0%
C=CCN1C(=O)/C(=C\c2cc(Br)ccc2OCCOc2cccc(OC)c2)SC1=S | 13.0%
Cc1cc2c(c(=O)o1)C(c1ccc(Br)cc1)C(C#N)=C(N)O2 (stereo not drawn) | 8.0%
O=C(Oc1ccc([N+](=O)[O-])cc1)c1ccc(-c2ccccc2)cc1 | 9.0%
COc1ccc(/C=C/C(=O)c2cccc(Br)c2)cc1OC | 11.0%
CCOC(=O)c1c(NC(=S)NC(=O)c2ccc([N+](=O)[O-])cc2)sc(C)c1C | 9.0%
COc1cc2c(cc1NC(=O)Nc1ccccc1)oc1ccccc12 | 10.0%

Other results follow.
SMILES | RNase H inhibition
O=C(Nc1ccc(Cl)c(Cl)c1)OCCOc1c(Cl)cc(Cl)cc1Cl | 19.0%
COc1ccc(C2/C(=C(\O)c3ccccc3)C(=O)C(=O)N2Cc2cccnc2)cc1 (stereo not drawn) | 1.0%
COc1ccc(/C=C2/SC(=S)N(c3cccc(Cl)c3)C2=O)c2ccccc12 | 6.0%
CCOC(=O)C1=C(N)OC2=C(C(=O)CCC2)C1c1cc(Br)c(C)s1 (stereo not drawn) | 0.0%
COc1ccc(/C=C(\NC(=O)c2ccccc2)C(=O)N2CCOCC2)cc1OC | 8.0%
CCCCC(CCCC)(Nc1ccc(S(=O)(=O)Nc2nc(C)cc(C)n2)cc1)C(=O)NNc1ccccc1 | 15.0%
Cc1ccccc1N1N=C(c2ccccc2)CC1c1cccc([N+](=O)[O-])c1 (stereo not drawn) | 35.0%
COc1ccc(-c2cc(C(F)(F)F)n3nc(C(=O)Nc4cccnc4)c(Cl)c3n2)cc1OC | 0.0%

The results go on:
SMILES | RNase H inhibition
COc1ccc(C2=NN(c3nc(-c4ccccc4)c4cc(Cl)ccc4n3)C(c3cccc([N+](=O)[O-])c3)C2)cc1 (stereo not drawn) | 12.0%
O=C(Nc1ccc([N+](=O)[O-])cn1)c1cc(Cl)ccc1Cl | 0.0%
Cc1cccc(-c2cc(C(=O)Nc3ccc(N(C)C)cc3)c3ccccc3n2)c1 | 25.0%
COc1ccc(-c2nc3ccc([N+](=O)[O-])cc3[nH]2)cc1OC | 10.0%
C/C(=N\Nc1cc(-c2ccccc2)nc(C)n1)c1cccc([N+](=O)[O-])c1 | 8.0%

Screens: PubChem, MTDP

An excerpt; rates above refer to the full screens.
